MITF TRPM1 HTS = activators of MITF-driven TRPM1 promoter reporter, primary screen, cell-based, SK-MEL-5, luciferase, single point; activation, % at 12.5 µM; SK-MEL-5 TRPM1-promoter luciferase, 24 h; % of positive control, neutral wells = 0; hit rate 0.75% among 300,000;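 active = mean activation of at least 80% with every replicate also reaching 80%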;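 note: 0% = neutral control wells and 100% = parthenolide positive control wells; values of inactives mirror those of a sister screen read the other way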
dFosB act = activators of delta FosB homodimer, primary screen, biochemical, fluorescence polarization, TAMRA-CDK5 oligo, single point. purified delta FosB; percent of positive-control signal above neutral wells. activation, % at 25 µM. hit rate 0.99% among 340,000. AID 493131, 2011;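 active = mean activation above about 17%, with every replicate also reaching it, limit read from the data, passing the limit was not always enough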;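 note: fluorescence polarization rise as delta FosB binds a TAMRA Cdk5 AP-1 oligo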
Wnt act = Wnt/beta-catenin pathway activators, primary screen, cell-based, plate reader, single point; Wnt/beta-catenin reporter cell assay, activator; activation, % at 9.35 µM; hit rate 1.2% among 300,000; in the data active = activation above about 30%, passing the limit was not always enough;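 note: 0% = neutral control wells and 100% = positive control wells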
Rtt109 Vps75 = inhibitors of C. albicans Rtt109/Vps75 HAT, primary screen, biochemical, ThioGlo CoA-SH fluorescence, plate reader; purified Rtt109/Vps75, 4 h; inhibition, % at 34.9 µM; hit rate 0.16% among 330,000;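 active = inhibition of at least 50% in every replicate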
Target sequence (Q5AAJ8 whole entry, looked up): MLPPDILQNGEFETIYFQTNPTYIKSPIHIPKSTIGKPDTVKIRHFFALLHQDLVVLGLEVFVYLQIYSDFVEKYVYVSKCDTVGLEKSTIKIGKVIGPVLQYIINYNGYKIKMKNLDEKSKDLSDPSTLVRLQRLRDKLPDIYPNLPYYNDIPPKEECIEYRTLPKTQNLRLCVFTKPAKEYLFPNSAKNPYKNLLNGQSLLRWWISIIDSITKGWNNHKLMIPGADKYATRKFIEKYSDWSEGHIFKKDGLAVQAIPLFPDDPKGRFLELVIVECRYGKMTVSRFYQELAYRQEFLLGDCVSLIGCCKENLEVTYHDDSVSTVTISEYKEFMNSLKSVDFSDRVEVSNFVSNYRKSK
CDK5 inh = inhibitors of human CDK5/p35 kinase, primary screen, biochemical, single concentration; Cyclin-dependent kinase 5 (Homo sapiens) + Cyclin-dependent kinase 5 activator 1 (Homo …; hit rate 0.01% among 330,000; inhibition, % at 10 µM; Recombinant CDK5/p35, ADP-Glo luminescence, 60 min;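 active = highest replicate inhibition of at least 50% and at least 75% of replicates reaching 50%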;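 note: plate controls were DMSO neutral control for no effect and GW8510 at 10 µM for full effect; many of its hits are not listed in these tables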
Target sequence (Q00535 whole entry, looked up): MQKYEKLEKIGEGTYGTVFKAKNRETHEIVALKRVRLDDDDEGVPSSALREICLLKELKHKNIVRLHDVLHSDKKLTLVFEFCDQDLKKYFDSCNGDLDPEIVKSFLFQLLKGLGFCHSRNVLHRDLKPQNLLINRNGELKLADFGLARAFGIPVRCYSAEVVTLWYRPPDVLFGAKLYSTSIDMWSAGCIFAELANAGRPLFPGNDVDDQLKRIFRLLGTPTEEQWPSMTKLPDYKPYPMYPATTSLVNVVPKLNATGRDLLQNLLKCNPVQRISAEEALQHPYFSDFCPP
Target sequence (Q15078 whole entry, looked up): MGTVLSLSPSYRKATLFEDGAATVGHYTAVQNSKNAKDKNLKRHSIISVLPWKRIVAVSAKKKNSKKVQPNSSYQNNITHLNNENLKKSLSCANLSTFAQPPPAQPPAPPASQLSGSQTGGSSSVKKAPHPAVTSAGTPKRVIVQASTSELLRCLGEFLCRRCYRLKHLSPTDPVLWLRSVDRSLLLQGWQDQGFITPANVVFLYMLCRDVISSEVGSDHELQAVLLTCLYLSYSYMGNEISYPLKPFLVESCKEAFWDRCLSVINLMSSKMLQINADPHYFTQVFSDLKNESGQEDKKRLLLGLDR
CAL PDZ FP-1 = CAL PDZ peptide-binding inhibitors, primary screen, biochemical, fluorescence polarization, Cer-tagged CAL PDZ, HTS; inhibition, % at 20 µM; hit rate 0.02% among 330,000; purified CAL PDZ, TMR-peptide fluorescence polarization, 1 h; Golgi-associated PDZ and coiled-coil motif-containing protein (Homo sapiens), Q9HD26; AID 504414, 2011;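 active = highest replicate inhibition of at least 40%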;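 note: plate controls were DMSO neutral control wells for no effect and unlabeled competitor peptide control wells for full effect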
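Test system: purified CerCALP PDZ construct; Compound dosing: one concentration, 20 µM compound; Also added: TMR-labelled reporter peptide T*-PRC34 bound in PDZ groove; Read-out: inhibition from polarization loss; Controls: unlabelled peptide and DMSO controls; Signal: FP readout, S and P plane fluorescence; Incubation: 1 h at RT.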
Tat transport = E. coli Tat export inhibitors, primary screen, MC4100, TorA-mCherry reporter, fluorescence, single point. inhibition, % at 10 µM. hit rate 0.036% among 340,000. AID 488895, 2010;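 active = mean replicate inhibition at least 50% and at least half of replicates individually reaching 50%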;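 note: exported cargo escapes ClpAP degradation while cytoplasmic cargo is degraded and loses fluorescence; 0% = median of neutral control wells and 100% = median of NaSCN control wells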
RTF Ca sens act = cardiac RTF calcium sensitivity activators, primary screen, biochemical, IANBD-TnC fluorescence, EC20 calcium | Troponin I, cardiac muscle (Homo sapiens) + Troponin T, cardiac muscle (Homo sapiens) + … | IANBD-labeled TnC RTF fluorescence at EC20 calcium; 0% EC20 calcium, 100% full calcium | activation, % at 7.2 µM | hit rate 0.24% among 340,000 | AID 493008, 2010;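 active = activation above the mean over all tested compounds plus 3 SD, cut at about 30% in these data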;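 note: rise in fluorescence read as greater calcium sensitivity of cardiac thin filaments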
CAL PDZ FP-2 = untagged CAL PDZ binding inhibitors, primary screen, biochemical, fluorescence polarization, HTS. AID 602252, 2012. inhibition, % at 24.9 µM. Golgi-associated PDZ and coiled-coil motif-containing protein (Homo sapiens), Q9HD26. purified CAL PDZ, TMR-peptide fluorescence polarization, 1 h. hit rate 0.92% among 300,000;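 active = mean inhibition of at least 30% with at least half of replicates also reaching 30%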;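 note: 0% = DMSO neutral control and 100% = excess unlabeled competitor peptide PRC23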
V-ATPase pHluor = regulators of yeast V-ATPase proton pumping, primary screen, pHLuorin cytosolic pH fluorescence | hit rate 0.37% among 350,000 | S. cerevisiae | response, % at 10 µM; in the data active = response mostly above about 7.3%, no sharp cut-off; inactive = mostly below about 5.4%; note: actives read high; inactives centre near 0; some compounds called inactive have numbers as strong as hits
* hit, by the source's call; nt = not tested or not shown. The order is random; overall some 4.1% were active at least once.

SMILES	MITF TRPM1 HTS	dFosB act	Wnt act	Rtt109 Vps75	CDK5 inh	CAL PDZ FP-1	Tat transport	RTF Ca sens act	CAL PDZ FP-2	V-ATPase pHluor
CS(=O)(=O)N(CC(=O)NC1CCCCC1)c1cccc(F)c1	4	-7	-1	-13	-2.5	-1.0	-16	-1	nt	0
Cc1ccccc1-c1n[nH]c(=S)n1/N=C/C=C/c1ccco1	nt	-10	-1	11	1.8	0.8	-2	-6	-6	-4
CCc1noc(C)c1C(=O)OCC(=O)Nc1ccc(F)cc1Cl	1	2	-1	3	1.5	-0.2	5	-1	-3	-5
CN(C)C1CCN(Cc2cc(COCc3ccccc3)c3cccnc3c2O)C1 (stereo unspecified)	-70	-8	nt	-11	-1.3	0.2	10	1	0	-3
COCc1cc(CN(C)C(=O)c2oc3c(F)cccc3c2C)[nH]n1	-1	-5	2	-1	0.9	-0.9	-1	0	-2	-1
CN(C)c1ccc(C(=S)N2CCCCC2)cc1Br	6	-6	4	-7	1.0	-0.7	0	0	-3	3
O=C(CSc1nnc(Cc2cc(=O)[nH]c(=O)[nH]2)n1-c1ccccc1)NCC1CCCO1 (stereo unspecified)	nt	6	2	3	-0.8	nt	2	11	-4	1
CC(CC(=O)N1CCN(S(=O)(=O)c2ccccc2)CC1)n1cncn1 (stereo unspecified)	-5	-8	1	-1	-1.5	-1.7	-5	-1	0	-3
CCOCCCNC(=O)c1ccccc1Br	nt	7	4	2	-0.9	-0.5	-5	-1	-2	-4
CCCCCc1c2c(cc(O)c1C(=O)O)OC(=O)c1cc(C(=O)CCCC)c(OC)cc1O2	5	-13	-1	29	-1.8	-1.3	15	2	-5	0

Brought forward from above: two entries, then new ones.
SMILES	MITF TRPM1 HTS	dFosB act	Wnt act	Rtt109 Vps75	CDK5 inh	CAL PDZ FP-1	Tat transport	RTF Ca sens act	CAL PDZ FP-2	V-ATPase pHluor
CCOCCCNC(=O)c1ccccc1Br	nt	7	4	2	-0.9	-0.5	-5	-1	-2	-4
CCCCCc1c2c(cc(O)c1C(=O)O)OC(=O)c1cc(C(=O)CCCC)c(OC)cc1O2	5	-13	-1	29	-1.8	-1.3	15	2	-5	0
Cc1ccccc1OCC1Cc2c(nc(N)c(C#N)c2N)O1 (stereo unspecified)	78	-3	17	-1	-1.5	nt	4	9	-12	1
C/C(=C\c1cccc(Cl)c1Cl)C(=O)c1c(C)cc(C)[nH]c1=O	nt	-9	-2	11	-0.3	-0.5	15	-2	-3	5
CCCCCn1c(=O)[nH]c2cc(C(=O)NCCN3CCOCC3)ccc2c1=O	12	-14	nt	0	0.2	-1.0	2	-2	-1	-1
Cc1ccc(NC(=O)CCn2c(=O)[nH]c3ccsc3c2=O)cc1	9	-12	3	-2	0.3	-1.7	-7	4	0	0
O=C(CCn1nc(-c2ccc(Cl)cc2)ccc1=O)NCc1cccnc1	2	2	nt	1	-0.5	nt	8	-3	2	4
CCCCC(=O)Nc1nc2c(OC)cc([N+](=O)[O-])cc2s1	12	-8	0	10	-0.2	0.5	-7	2	nt	-1
COCCNC(=S)N1CCCN(c2nc3cc(C)ccc3cc2C#N)CC1	nt	-6	-1	-1	-0.9	-1.8	-2	6	-7	4
Nc1ccc(C(=O)Nc2ccco2)cc1	nt	-6	nt	0	-1.7	-0.4	15	-8	9	5
CCc1ccc(NC(=O)CN2CCc3ccccc3C2)cc1	9	-6	nt	8	-0.4	-1.4	4	-2	-4	-1
Cc1cc(SCC(=O)Nc2cccc(S(N)(=O)=O)c2)c(C)cc1Br	4	-11	-1	5	0.0	-1.2	8	3	nt	5
Clc1ccc(Cc2ccc(SCc3ccccc3)nn2)c(Cl)c1	nt	2	1	-11	-1.4	-1.8	9	-2	1	1
COCCN(C(=O)CSc1nnc(-c2ccccc2F)o1)c1c(N)n(CC(C)C)c(=O)[nH]c1=O	5	-5	1	-1	-0.7	-1.0	-3	2	-1	-1
COc1cccc(C2C(C#N)=C(C)NC3=C2C(=O)CC(C)(C)C3)c1 (stereo unspecified)	-1	-3	-2	-165	-1.0	-0.8	-5	-1	-1	0
CCn1cc(CNCc2ccc(OCC(O)CN(C)Cc3ccccc3)cc2)cn1 (stereo unspecified)	26	-4	nt	13	0.8	-1.8	0	8	-1	3
O=C(NC1CCCC1)c1ccc(CS(=O)(=O)Cc2ccccc2F)o1	-2	-1	-2	8	1.1	-1.0	3	-5	1	2
CCOc1ncccc1C(=O)Nc1cccc(S(=O)(=O)N2CCOCC2)c1	8	-11	-1	-11	-0.3	-0.4	4	1	2	0
Cc1c(C)c2ccc(OC(C)C(=O)NC3CC(C)(C)NC(C)(C)C3)cc2oc1=O (stereo unspecified)	-3	-2	1	-8	2.4	-2.4	-5	0	-8	-1
CN(C)c1ccc(/C=N/n2cnn(Cc3ccccc3Cl)c2=S)cc1	5	-2	0	6	-0.3	-0.1	-1	4	-6	3
CCOC(=O)c1ccc(NC(=O)CSc2n[nH]c(-c3ccncc3)n2)cc1	14	6	nt	4	1.8	-0.9	-1	4	2	-2
COc1ccc(C(C)=O)cc1COC(=O)C(CO)NS(=O)(=O)c1ccc(Br)cc1 (stereo unspecified)	5	-9	-1	-3	0.7	-1.2	8	-1	1	-4
CSc1nc(=O)n2cc(C)ccc2n1	-1	-9	2	-5	-0.3	0.5	-3	3	-3	-1
CCOc1cc(C(=O)NCC2CCCO2)cc(OCC)c1OCC (stereo unspecified)	7	-5	nt	0	1.2	nt	4	-4	5	5
C/C(CC(C)C)=N\Nc1ccc(S(N)(=O)=O)cc1[N+](=O)[O-]	-8	-6	0	1	0.9	-0.5	-10	-1	nt	0
Cc1ccc2nc(N3C(=O)C(O)=C(C(=O)c4ccc(C)o4)C3c3ccco3)sc2c1 (stereo unspecified)	1	-4	18	13	0.0	-5.7	-3	-7	nt	-3
CC(C)COC(=O)N1CC(O)CC1C(=O)Nc1ccc2c(c1)OCO2 (stereo unspecified)	nt	-9	-1	8	-1.4	-0.1	6	1	-2	0
O=C(O)c1ccc2c(c1)C(=O)N(C(Cc1ccccc1)C(=O)O)C2=O (stereo unspecified)	1	2	nt	5	0.3	0.0	-5	2	-4	-2
CCC(C)N(C(=O)CSc1ccc(NC(C)=O)cc1)C1CCS(=O)(=O)C1 (stereo unspecified)	-15	-2	4	2	-0.5	-1.1	-4	2	nt	1
Cc1c(C(=O)N2CCN(C3CCS(=O)(=O)C3)CC2)oc2c(F)cccc12 (stereo unspecified)	-5	-14	-1	-17	-2.3	-2.4	0	6	1	-3
CCCCN(CCCC)CCCNC(=O)c1ccc2nc(-c3ccccc3NC(C)=O)c(=O)[nH]c2c1	-3	-15	0	10	-1.1	-7.5	5	6	1	2
CCS(=O)(=O)N1CCN(C(=O)c2cccs2)CC1	nt	1	-6	-5	-1.2	-1.4	-4	3	1	8
CCOC(=O)CN(C(=O)CSc1nnc(C)n1-c1ccccc1)c1ccccc1	6	-8	nt	2	1.3	-2.1	0	-2	-2	5
Nc1nc(Cl)cc(N2CCCC2)n1	5	9	0	1	0.4	-1.0	2	3	-5	2
CCOC(=O)c1c(C)c(C)n(Cc2cccc(OC)c2OC)c1C	5	-10	-3	5	-1.3	0.1	3	5	-1	-4
O=C(O)c1ccc(/C=C2/SC(=S)N(Cc3ccccc3)C2=O)cc1	10	-6	1	-3	0.7	0.1	-15	-2	-2	-1
Cn1c(=O)c2c(nc(CN3CCCCC3)n2Cc2c(F)cccc2Cl)n(C)c1=O	nt	-4	-1	-3	1.1	-0.2	4	2	nt	1
Cc1ccc2c(c1)sc1nc(=O)n(-c3cccc(Cl)c3)c(=O)n12	103*	5	nt	-11	-0.5	-0.3	-4	2	nt	-1
CC(C)(C)NC(=O)[C@@H]1CN(Cc2cccnc2)CCN1C[C@@H](O)C[C@@H](Cc1ccccc1)C(=O)N[C@H]1c2ccccc2C[C@H]1O	4	-7	-2	6	-0.7	-0.5	7	16	-1	-4
COc1cccc(CNC(=O)Cn2ccc3cc(S(=O)(=O)N4CCCC4)ccc32)c1OC	3	-12	0	7	1.2	-1.5	-8	0	-4	0
COc1cccc(-c2cc(C(=O)NC3CC3)c3ccccc3n2)c1	-19	-19	2	3	0.6	-2.7	0	-3	-4	1
O=C(C1CC1)N1CCc2cc(S(=O)(=O)N(CCO)Cc3ccccc3)ccc21	7	-3	nt	2	-1.4	-0.8	5	-1	nt	1
Cc1cc(C)cc(NC(=O)CN2CCN(CCN=CC3=C(O)CC(C)(C)CC3=O)CC2)c1	-4	-7	nt	-5	0.3	0.1	2	7	-3	0
CCOC(=O)C1C(=O)NC(N2CCN(Cc3ccccc3)CC2)=NC1c1ccco1 (stereo unspecified)	-6	-5	nt	18	-1.6	-1.1	-9	-1	1	-2
O=C(N1CCN(c2ccccn2)CC1)N1c2ccccc2Sc2ccccc21	nt	-12	-17	-7	0.5	-4.2	6	0	-4	0
CC12CCC(C(=O)Nc3ccc4c(c3)OCCO4)(OC1=O)C2(C)C (stereo unspecified)	-21	-2	-13	-6	-2.1	-0.4	15	-2	nt	1
Cc1cc(C(=O)NC2CCCCC2)c(C)n1-c1ccc(F)cc1	45	1	nt	-9	0.2	-0.3	-5	-5	1	-2
COc1cc(C2NC(=O)NC(C)=C2C(=O)OCc2ccc(C)cc2)cc(OC)c1OC (stereo unspecified)	nt	-2	4	-1	0.9	-0.7	-1	-4	-6	-2
CCOCCCNC(=O)c1cc2c(=O)n(CC)c3ccccc3c2s1	nt	-36	3	-11	0.9	-2.9	-10	-1	-4	12
COc1cccc(-c2nnc3sc(-c4ccccn4)nn23)c1	32	-48	nt	13	0.3	-0.2	-1	-4	-5	-2
Cc1ccc(/C=N/NC(=O)C2CCN(Cc3ccc(F)cc3Cl)CC2)o1	-1	0	nt	-6	-1.1	-0.5	0	3	0	-1
O=C(CCN1C(=O)S/C(=C\c2ccccc2)C1=O)N1CCOCC1	16	-4	8	-1	-2.6	-2.4	-4	-3	-2	4

(further entries)
SMILES	MITF TRPM1 HTS	dFosB act	Wnt act	Rtt109 Vps75	CDK5 inh	CAL PDZ FP-1	Tat transport	RTF Ca sens act	CAL PDZ FP-2	V-ATPase pHluor
COc1cc(Cl)c(S(=O)(=O)NCCN2CCOCC2)cc1Cl	-8	-3	nt	-4	7.0	-0.8	5	-2	-7	0
O=C1Nc2ccccc2C12Nc1ccccc1-c1nc3ccccc3n12 (stereo unspecified)	3	-6	-2	25	0.8	-3.9	-2	-4	-7	-2
Cc1cccc(N2C(=O)C3CCCN3C2=S)c1C (stereo unspecified)	-4	8	-4	-9	-0.5	1.6	-6	1	0	-5
CCOC(=O)c1cnc(-n2nc(C)cc2C)nc1Oc1ccc(C#N)cc1	nt	3	5	2	-0.9	-0.1	5	-5	nt	-1

High-throughput results from PubChem.
